Bioassay records from PubChem BioAssay.
ATXN2 expr inh: Primary qHTS for Inhibitors of ATXN expression; 360,000 compounds, 0.72% hits; AID 1745845, 2022; Potency, µM (top dose mostly 57 µM), without a hit: top-dose activity change, negative = inhibition, actives largely listed as inhibitors; HEK-293 ATXN2-luciferase reporter, luminescence, 24 h; also: potency is read from the fitted curve at half-maximal effect; % is scaled to controls: 0 for no effect and ±100 for the full control effect; nearly all actives have a fitted effect of over 55% in size
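ATXN2-luciferase reporter cells (luciferase flanked by upstream and downstream ATXN2 gene portions) were treated 24 h at 37 °C with compounds at up to 57 uM. SteadyGlo luminescence gave expression; GF-AFC fluorescence gave viability.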
A549 viability: Nrf2 qHTS screen for inhibitors: counterscreen for cytotoxicity | Potency, µM (top dose mostly 46 µM), for the others: at the top dose activity change, negative = cytotoxicity, usual class: inhibitors | 390,000 compounds, 0.16% hits | A549 ARE-Fluc cells, CellTiter-Fluor viability, 18-24 h; also: potency is read from the fitted curve at half-maximal effect; % is scaled to controls: 0 for no effect and ±100 for the full control effect
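A549 ARE-Fluc cells in 5% FBS OPTI-MEM, 5000 cells/well, rested 2 h then exposed to compounds in concentration-response for 18-24 h at 37 °C. Viability by CellTiter-Fluor fluorescence (Ex 405/Em 525) after 30 min; luciferase luminescence (BugLite, 15 min, RT) read afterwards.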
HepG2 viability: qHTS for Inhibitors of TGF-b: Cytotox Counterscreen | HepG2 CAGA-GFP viability, ATP luminescence, 18 h | Potency, µM (titrated, usually from 46.1 µM), without a hit: at the highest dose activity change, negative = cytotoxicity, actives largely listed as cytotoxic | 410,000 compounds, 0.76% hits; also: potency is read from the fitted curve at half-maximal effect; some results filed as inactive show a strong effect at the top dose
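HepG2 CAGA-GFP cells (1000/well, DMEM with 1% FBS) received compound, then TGF-beta at 500 pg/mL final, and were incubated 18 hours at 37 degrees C. Viability was read by CellTiter-Glo luminescence. Media-only wells were set as complete cell-killing and DMSO as no toxicity.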
IL-1B inflam inh: qHTS for Inhibitors of Inflammasome Signaling: IL-1-beta AlphaLISA Primary Screen | THP-1 LPS/ATP IL-1B secretion, AlphaLISA, 16 h; hits give low values | activity change, % at 57.5 µM | 360,000 compounds, 4.7% hits | AID 743279, 2014; in the data active = activity change below about -50%; inconclusive = mostly about -30% to -49%; also: % is scaled to controls: 0 for no effect and ±100 for the full control effect
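THP-1 cells pretreated 1 hr with compounds (up to 57.5 uM final), then stimulated with LPS (250 ng/mL final) plus ATP (1.25 mM final); secreted IL-1B measured by AlphaLISA after 16 hr, decreased signal indicating inhibition.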
Nrf2 block: Nrf2 qHTS screen for inhibitors | A549 ARE-Fluc reporter, luciferase luminescence, 18-24 h | Potency, µM (top dose mostly 46 µM), without a hit: at the top dose activity change, negative = inhibition, actives largely listed as inhibitors | 360,000 compounds, 2.1% hits | AID 504444, 2011; also: potency is read from the fitted curve at half-maximal effect; % is scaled to controls: 0 for no effect and ±100 for the full control effect; nearly all actives have a fitted effect of over 60% in size
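Quantitative HTS in A549 cells stably bearing an antioxidant response element-firefly luciferase construct. Inhibition of Nrf2-driven transcription was scored by luminescence after 18-24 h of compound exposure at 37 °C.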
MCF10A rerep: A quantitative high throughput screen for small molecules that induce DNA re-replication in MCF 10a normal breast cells | Potency, µM (highest dose often 46.1 µM), for inactives: top-dose activity, positive = re-replication, hits mostly activators | 350,000 compounds, 2.9% hits | MCF 10A DNA re-replication, Hoechst nuclear intensity, 48 h; also: potency is read from the fitted curve at half-maximal effect; % of control where 0% means no effect; nearly all actives have a fitted effect of over 50% in size
S2 tox: Viability Counterscreen for Primary qHTS for Inhibitors of ATXN expression; S2 cells (HEK-293 line with an ATXN2-luciferase reporter) viability, CellTiter-Fluor protease fluorescence, 24 h; Potency, µM (titrated, usually from 56.7 µM), actives largely listed as cytotoxic; 400,000 compounds, 0.49% hits; AID 651635, 2014; also: potency is read from the fitted curve at half-maximal effect; nearly all actives have a fitted effect of over 40% in size
TGFb inhibitor: qHTS for Inhibitors of TGF-b; HepG2 CAGA-GFP TGF-b/SMAD3 reporter, GFP fluorescence, 18 h; TGF-beta stimulated, 500 pg/mL final; Potency, µM (highest dose often 46.1 µM), for the others: at the highest dose activity, negative = inhibition, usual class: inhibitors; 410,000 compounds, 1.2% hits; also: potency is read from the fitted curve at half-maximal effect; % is scaled to controls: 0 for no effect and ±100 for the full control effect; nearly all actives have a fitted effect of over 65% in size
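Using HEPG2 CAGA-GFP reporter cells at 1000 cells/well, we pinned test compounds, stimulated with recombinant TGF-beta (500 pg/mL final) and measured total well GFP after 18 h.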
Nrf2 ARE act: qHTS of Nrf2 Activators; AREc32 ARE-luciferase reporter (MCF7-derived line), luminescence, 24 h; Potency, µM (series often up to 46.1 µM), inactives show at the top dose activation, hits mostly activators; 410,000 compounds, 0.31% hits; also: potency is read from the fitted curve at half-maximal effect; % of control where 0% means no effect; nearly all actives have a fitted effect of over 65% in size
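Quantitative high-throughput format: AREc32 reporter cells, 1000 per well, received compound by pin transfer and were incubated 24 hr at 37 deg C, 5% CO2, before Steady-Glo luminescence detection.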
Numbers without * were called inactive; i = inactive; ? = inconclusive; · = not tested or not shown; & = joins results of further samples; [ ] = another dose, or the depositor's remark. Unless noted, calls follow the shape of the dose curve; as a rule, active = well fitted curve in the direction sought with a large enough effect; inconclusive = small, poorly fitted or top-dose-only effect, or another doubt; inactive = no such curve, though single readings can be large; an effect the other way counts as inactive or inconclusive. Compounds as they come. Share with any hit: about 8.8%.

SMILES	ATXN2 expr inh	A549 viability	HepG2 viability	IL-1B inflam inh	Nrf2 block	MCF10A rerep	S2 tox	TGFb inhibitor	Nrf2 ARE act
O=C(NCC(c1ccco1)N1CCN(c2ccccc2F)CC1)C1CCCCC1 (stereo not given)	4.1%	0.2%	-3.1%	-11.0	-23.6%	2.2%	i	20.9%	-0.3%
O=C(Cn1cc(C(=O)c2ccco2)c2ccccc21)NC1CCCC1	25.9%	1.0%	4.8%	-1.9	4.1%	2.8%	i	10.8%	-0.6%
O=c1[nH]c(/C=C/c2ccccc2[N+](=O)[O-])nc2ccccc12	9.8%	6.8%	-15.6%	2.5	5.0%	3.1%	i	-4.5%	1.26µM*
CCC(C)N(C(=O)CSc1nnc(-c2cccs2)n1C1CC1)C1CCS(=O)(=O)C1 (stereo not given)	-6.5%	-4.0%	13.1%	11.0	2.8%	3.6%	i	4.2%	3.1%
O=C(COC(=O)c1ccc2c(c1)S(=O)(=O)N=C1CCCCCN12)NCCc1ccc(F)cc1	-31.8%	5.2%	7.7%	0.0	8.8%	-16.1%	i	13.2%	-1.2%
CC1CCCCN1Cc1cnc(Cl)s1 (stereo not given)	-14.8%	-4.2%	-2.1%	18.7	-3.0%	-6.4%	i	25.1%	0.1%
Cc1cc2nc(C)c(Cl)c(=O)n2[nH]1	-6.3%	-0.4%	-84.1%	17.7	32.7%	-1.9%	i	6.8%	-0.5%
[O-]/C(=C(\C(=S)NCc1ccccc1)[n+]1ccccc1)c1ccc(Cl)s1	-11.2%	0.6%	-14.9%	22.6	-16.4%	?	i	-19.5%	0.2%
CN(Cc1ccccc1)Cc1nc2c(c(=O)n(C)c(=O)n2C)n1Cc1ccccc1Cl	-12.2%	-0.6%	-2.5%	-6.7	4.2%	-3.2%	i	6.2%	0.3%
O=C(CCN=C1NS(=O)(=O)c2ccccc21)OCC(=O)c1ccccc1	-1.7%	-2.3%	-2.4%	9.9	3.1%	-1.5%	i	-8.0%	-0.7%
Cc1ccccc1NC1=C/C(=N\S(=O)(=O)c2ccc(C(=O)O)cc2)c2ccccc2C1=O	8.91µM*	-27.8%	17.8µM*	-90.0*	-2.0%	2.06µM*	10µM*	?	-1.8%
Cc1cc(C)c(S(=O)(=O)Nc2ccc3oc4c(c3c2)CCCC4)cc1C	-35.5%	15.4%	-89.1%	·	-19.0%	·	i	?	0.6%
CCN1C(=O)N(c2ccc(Cl)cc2)C(C)=CC1(C)C	3.9%	2.2%	0.0%	-5.6	-9.2%	-0.8%	i	9.9%	0.2%
CC1(c2nnc(-c3ccccc3)o2)CC(c2cccc(Cl)c2)=NO1 (stereo not given)	-11.9%	-0.4%	-16.7%	-8.4	?	?	i	?	1.0%
CCN(c1ccccc1)c1nc(C#N)nc(N(CC)c2ccccc2)n1	?	-0.8%&5.1%	-20.4%&-14.6%	?	?	?	i	?	6.8%
CN=c1scc(C)n1/N=C/c1ccc2c(c1)OCO2	-19.0%	-14.7%	-38.6%	-16.8	·	12.8%	i	?	-1.2%
O=[N+]([O-])c1ccccc1CNC1CCCCCC1	·	4.5%	-10.3%	6.6	22.3%	-5.5%	i	-5.1%	-0.2%
CCOc1cc(/C=N/N=C(N)N)ccc1OCc1ccc(Cl)cc1	?	6.4%	-95.1%	-108.4*	-20.0%	18.4µM*	31.6µM*	?	-1.7%
COc1cc(NC(=O)Cn2cnc3sc(C)c(S(=O)(=O)N4CCC(C)CC4)c3c2=O)cc(OC)c1OC	1.8%	1.4%	-0.4%	·	1.2%[9.27 µM]	·	i	3.9%	-0.1%
Cc1cn2c(=O)cc(COC(=O)c3cccc(NC(=O)COc4ccccc4)c3)nc2s1	·	1.6%	-2.3%	·	·	·	·	?	9.2%
COC(=O)c1c(F)c(F)c(NCCO)c(F)c1F	4.4%	-4.4%	6.6%	4.9	9.7%	3.4%	i	-12.9%	0.0%
COc1ccc2oc3cc(Cl)ccc3c(=O)c2c1	42.3%[activator]	·	-18.2%	-10.2	·	·	i	-9.7%	7.94µM*
CCCCS(=O)(=O)c1sc2nc(C)cc(C)c2c1N	-4.1%	-2.4%	-13.7%	25.4	10.3%	5.1%	i	-1.5%	-0.5%
Cc1nc(-c2ccccn2)sc1C(=O)Nc1ccc(Cl)c(Cl)c1	40.1%[activator]	-28.4%	-33.7%	-9.0	-0.3%	5.9%	i	-19.1%	13.9%
O=C1NC(=Nc2ccc(F)cc2)SC1Cc1ccc(F)cc1 (stereo not given)	-16.6%	1.5%	-34.9%	?	-2.8%	-0.8%	i	-7.8%	-0.6%
COc1ccc(OC)c(Cc2nnc(CCC(=O)N3CCCCC3)o2)c1	45.3%[activator]	3.7%	18.9%	9.1	?	-2.3%	i	-8.2%	1.9%
CCN(CC)CC(=O)N1CCCC(C(=O)c2ccccc2OC)C1 (stereo not given)	·	-2.7%	-9.0%	-6.6	?	-5.6%	?	-2.3%	-0.9%
COc1cccc(NC(=O)c2oc3ccc(S(=O)(=O)N4CCCCCC4)cc3c2C)c1	-29.3%	4.3%	-24.1%	·	·	·	i	-19.8%	3.2%
CCOC(=O)CSc1nc2ccccc2c(=O)n1CC(C)C	1.6%	9.7%	0.4%	20.0	6.5%	-3.5%	i	-13.7%	-0.6%
O=P(O)(CCc1ccccn1)CN1CCOCC1	1.6%	-0.8%[1.84 µM]	-2.7%	2.2	-14.7%	?	i	-2.7%	-0.2%
CC1CC(=O)Nc2ccccc2N1S(=O)(=O)c1ccc(Br)cc1 (stereo not given)	2.7%	-2.6%	2.7%	-4.2	-5.2%	-1.0%	?	-10.1%	0.2%
CC(C)CNc1nc(N)c([N+](=O)[O-])c(NC2CCCCC2)n1	5.5%	3.3%	16.1%	12.1	17.0%	-5.1%	i	10.5%	-0.4%
O=C(NCCCN1CCOCC1)c1sc2cc([N+](=O)[O-])ccc2c1Cl	37.8%	-7.6%	-0.5%	16.0	-6.8%	-9.2%	i	?	3.5%
Cc1c(/C=N/NC(=O)c2cccs2)c2ccccc2n1Cc1ccccc1Cl	144.0%[activator]	0.5%	5.6%	27.6	?	16.4µM*	i	-6.3%	5.5%
CC1Cc2cc(/C(O)=C3/C(=O)C(=O)N(Cc4ccco4)C3c3cccs3)ccc2O1 (stereo not given)	0.3%	-19.8%	-1.2%	2.1	-2.0%	2.3%	i	-28.4%	-0.5%
CCN(Cc1ccccc1)C(=O)CCS(=O)(=O)c1ccc2c(c1)NC(=O)CO2	4.2%	-0.5%	-12.1%	0.4	25.8%	2.8%	?	-0.1%	-0.8%
Cc1nc2ccc(S(=O)(=O)NCC(=O)NC(C)c3ccccc3)cc2s1 (stereo not given)	-4.7%	-2.4%	-0.2%	5.4	-23.7%	0.651µM*	?	-9.9%	-0.3%
O=C(OCc1cc2ccccc2[nH]c1=O)c1cccs1	-13.1%	-3.9%	-11.5%	0.0	12.2%	12.6%	i	-15.3%	-0.8%
O=C(NN1C(=O)C2CCCCC2C1=O)c1ccco1 (stereo not given)	·	0.0%	49.8%	-1.5	21.0%	4.4%	i	29.2%	0.3%
O=S(=O)(Nc1nc2ccccc2nc1N1CCN(c2ccccc2F)CC1)c1ccc(Cl)cc1	·	?	-0.1%	39.7	23.1µM*	10.3µM*	·	-13.5%	-0.6%
Cc1ccccc1CNC(=O)C1CCN(c2nnc(C)c3c(C)n(-c4ccccc4)nc23)CC1	·	6.2%	2.1%	·	21.2%	·	·	0.0%	-0.4%
CC(=O)c1cccc(NC(=O)N2CCCC2C(=O)Nc2cccc(C)c2)c1 (stereo not given)	-4.7%	-18.9%	-11.0%	22.1	3.8%	-0.4%	?	-21.4%	-0.1%
O=C(O)COc1ccccc1/C=N/NC(=O)CSc1nnc(-c2ccc(Cl)cc2)n1C1CCCCC1	·	-2.2%	19.8%	-20.9	6.7%	0.6%	?	-1.4%	0.4%
N=C1/C(=C\c2coc3ccccc3c2=O)C(=O)N=C2SC(c3ccncc3)=NN12	-13.6%	-18.2%	-28.0%	-10.7	-24.8%	26.2%	?	-8.4%	5.7%
CCCc1nn2c(=O)cc(CSCC(=O)Nc3ccccc3OC)nc2s1	1.1%	-1.2%	-3.3%	24.6	1.5%	3.1%	i	-0.5%	0.1%
Cc1ccc(C)c(N2CCN(C(=O)c3cc4c(=O)n(Cc5ccco5)ccc4nc3C)CC2)c1	·	0.3%	-38.6%	·	?	·	·	?	5.1%
Cc1ccnc(NC(=O)C2CCN(S(=O)(=O)c3ccc4ccccc4c3)CC2)c1	18.8%	-9.6%	-1.0%	-4.6	6.7%	2.8%	i	?	0.4%
CCc1cc(=O)oc2c(C)c(OCC(=O)NCCCN3CCOCC3)ccc12	10.6%	2.7%	-15.1%	1.0	-10.4%	5.8%	i	-1.9%	-0.3%
CC1CCCC(C)N1C(=O)COC(=O)c1ccc(O)cc1 (stereo not given)	-3.3%	4.9%	-3.9%	0.0	3.0%	-1.7%	i	0.8%	0.1%

Shown as a hit in Nrf2 ARE act (from the list above):
structure,IL-1B inflam inh,Nrf2 block,TGFb inhibitor,Nrf2 ARE act
O=c1[nH]c(/C=C/c2ccccc2[N+](=O)[O-])nc2ccccc12,2.5,5.0%,-4.5%,1.26µM*
COc1ccc2oc3cc(Cl)ccc3c(=O)c2c1,-10.2,·,-9.7%,7.94µM*
